# SRC3 TRFRET art: TR-FRET detection interference compounds, artefact control for PPARgamma SRC-3 recruitment agonists, biochemical, TR-FRET ratio. AID 1048, 2008. TR-FRET artefact counter-screen, PPARgamma/SRC-3 format; hits give high values. TR-FRET ratio at 8 µM. actives 0.39% (n = 99,000); in the data active = TR-FRET ratio above about 2000; note: inactives centre near 1600
# SRC1 TRFRET art: TR-FRET detection interference compounds, primary screen, artefact control for PPARgamma SRC-1 recruitment agonists, biochemical, TR-FRET emission ratio; TR-FRET detection artefact counter-screen; hits give high values; TR-FRET ratio at 8 µM; actives 0.34% (n = 99,000); AID 1051, 2008; in the data active = TR-FRET ratio above about 2300; note: inactives centre near 1800
# An asterisk follows results filed as active.
# The opening 4 records as a preview:
canonical_smiles	SRC3 TRFRET art	SRC1 TRFRET art
Cc1ccccc1C(=O)Nc1cccc(NC(=O)c2ncn[nH]2)c1	1812	1686
Cn1cccc1/C=C1\Cc2ccccc2C1=O	1490	2340*
CCn1cc(C(=O)N2CCc3ccccc32)c(=O)c2cc(S(=O)(=O)N(C)C3CCCCC3)ccc21	1608	1945
CSCCCNC(=S)N(C)CC(=O)Nc1ccc(C)cc1	1623	1653

# The listing (from the top)
canonical_smiles	SRC3 TRFRET art	SRC1 TRFRET art
Cc1ccccc1C(=O)Nc1cccc(NC(=O)c2ncn[nH]2)c1	1812	1686
Cn1cccc1/C=C1\Cc2ccccc2C1=O	1490	2340*
CCn1cc(C(=O)N2CCc3ccccc32)c(=O)c2cc(S(=O)(=O)N(C)C3CCCCC3)ccc21	1608	1945
CSCCCNC(=S)N(C)CC(=O)Nc1ccc(C)cc1	1623	1653
CC1=CC(C)(C)N(C(=O)CSc2nnc(N)s2)c2ccccc21	1761	2073
Cc1nn(CCOc2ccccc2)c(=O)n1-c1ccc(Cl)cc1	1632	1905
Cc1ccc(C(=O)C2CCOC(C)(C)C2)cc1 (stereo unspecified)	1841	1880
O=C(CSc1nc2ccc(Nc3nc(N4CCOCC4)nc(N4CCOCC4)n3)cc2s1)N1CCOCC1	1669	1821

# Quoted from the listing.
# Cc1nn(CCOc2ccccc2)c(=O)n1-c1ccc(Cl)cc1 in SRC3 TRFRET art is listed with 1632
# CCn1cc(C(=O)N2CCc3ccccc32)c(=O)c2cc(S(=O)(=O)N(C)C3CCCCC3)ccc21 in SRC3 TRFRET art is listed with 1608
# O=C(CSc1nc2ccc(Nc3nc(N4CCOCC4)nc(N4CCOCC4)n3)cc2s1)N1CCOCC1 in SRC3 TRFRET art is listed with 1669

# (more compounds)
canonical_smiles	SRC3 TRFRET art	SRC1 TRFRET art
Cc1cc(C)nc(NC(=NCCc2c[nH]c3ccccc23)NC(=O)Nc2ccccc2)n1	1551	1656
COC(=O)CNC(c1ccccc1Cl)c1cc(Br)ccc1NS(=O)(=O)c1ccc(C)cc1 (stereo unspecified)	1762	1697
CC(C)[C@H](NC(=O)c1ccccc1)C(=O)OCC(=O)/C=C1/N(C)c2ccccc2C1(C)C	1570	1574
COCc1cc(C)nc(N/N=C/c2ccc(-c3cc(C(=O)O)ccc3Cl)o2)c1C#N	1723	1813
Cc1ccc(NC(=O)C2C3/C=C\CCCCC32)cc1 (stereo unspecified)	1611	1561
Cc1c(Cl)cccc1NC(=S)Nn1cnnc1	1486	1819
CCCCCc1ccc(-c2ccc(/C=C/C(=O)O)cc2)nc1	1720	1970
Cc1ccc(S(=O)(=O)NCCC(c2ccccc2)c2ccccc2)cc1C(=O)O	1713	1812
C=C(C)C1CC=C(C)/C(=N/NC(=O)COc2ccccc2C)C1 (stereo unspecified)	1694	2009
CCOc1cc(C(=O)NC(C)Cc2cccs2)cc(OCC)c1OCC (stereo unspecified)	1629	2090
Cc1cc2nc(SCC(=O)Nc3nonc3C)c3c(c2cc1C)CCCC3	1504	1958
O=[N+]([O-])c1ccc(C(=S)N2CCCC2)cc1	1227	1729
COc1cc(-c2cc(=O)c3c(O)cc(O)cc3o2)ccc1O	1685	1772
COc1ccc(C2CC(c3ccccc3)=NN2C(=O)COC(=O)c2cccc(S(=O)(=O)N3CCOCC3)c2)cc1 (stereo unspecified)	2328*	2459*
O=C(NCc1ccccn1)c1cc(Br)ccc1Cl	1616	1784
CCOC(=O)C(NC(=O)NCc1ccc(F)cc1)(OCC)C(F)(F)F (stereo unspecified)	1748	1783
COc1ccc(Cl)cc1NC(=O)CCNC(=O)OCc1ccccc1	1540	1482
Cc1ccc(N2C(=O)CC(Cc3cccc(C)c3)C2=O)cc1 (stereo unspecified)	1537	1881
C#CCOCCOCCOCCNc1nc(N2CCN(C(=O)[C@H]([C@@H](C)CC)n3cc([C@@H](N)Cc4ccc(O)cc4)nn3)CC2)nc(N2CCN(C(=O)[C@H](Cc3ccc(O)cc3)n3cc([C@@H](N)CC(C)C)nn3)CC2)n1	1743	1850
COc1ccc(Br)cc1S(=O)(=O)n1ccnc1	1376	1646
COCCn1c(N2CCN(c3ccccc3)CC2)nc2c1c(=O)n(C)c(=O)n2C	1536	1570
CN(C)S(=O)(=O)c1cc(NC(=O)CN2CCNC(=O)C2)ccc1Cl	1771	1637
COc1ccc(Nc2cc(C(=O)N3CCc4ccccc4C3)c3ccccc3n2)c(OC)c1	1287	1648
CCS(=O)(=O)c1ccc(O)c(NC(=O)/C=C/c2ccccc2)c1	1440	1706
COc1cc(OC)cc(C(=O)NC(=S)Nc2ccc(NC(=O)c3ccco3)cc2)c1	1737	1640
O=C(Nc1ccc([N+](=O)[O-])cn1)c1cc(-c2cccc(Cl)c2)nc2ccccc12	1708	1945
CC(=O)N1CCN(c2c(F)c(F)c(C(F)(F)F)c(F)c2F)CC1	1534	1668
COc1cc(-c2nc3ccccn3c2/N=C/c2ccc(F)cc2)ccc1O	1737	2014
CCOC(=O)N1CCN(C(=O)c2ccccc2NC(=O)c2ccc(Br)cc2)CC1	1736	1766
O=C(CCNC(=O)c1ccccc1Cl)Nc1nc2ccccc2s1	1666	1945
Fc1cc(F)cc(NC(=S)N2CCN(c3ncccn3)CC2)c1	1747	1757
O=C(NCc1ccccc1Cl)c1ccccc1CCc1ccccc1	1771	1710
O=Cc1ccccc1OCCOc1ccc([N+](=O)[O-])cc1	1577	1874
COc1cc(-c2nnc(SCC(=O)NC3CCS(=O)(=O)C3)o2)cc(OC)c1OC (stereo unspecified)	1611	1585
O=C(c1ccccc1)c1sc(N2CCOCC2)nc1-c1ccccc1	1614	1862
COC(=O)c1c(O)cc(C(C)(C)C)n(-c2ccc(F)cc2)c1=O	1437	1656
COc1ccccc1N1CCN(C(=O)c2ccc(NS(=O)(=O)c3ccc(C)cc3)cc2)CC1	1670	1812
Cc1cc(C(=O)OCC(=O)N2c3ccccc3NC(=O)C2(C)C)c(C)n1-c1ccccc1	1450	1714
COc1ccc(CC(=O)NCc2ccc3c(c2)cc(C)n3C)cc1	1521	1905
Cc1cnc(NC(=O)c2cc3ccccc3o2)s1	1667	1572
CCOc1ccc(-c2noc(CCC(=O)NC)n2)cc1OCC	1814	2060
CC(=O)C1=C(O)C(=O)OC1c1ccc(C)cc1 (stereo unspecified)	1484	1934
Cc1ccc(C(=O)N2CC(C(=O)O)C2)cc1	1460	1513
COC(=O)c1sccc1NC(=O)COc1ccc(C)cc1	1544	1609
CS(=O)(=O)c1ncc(Cl)c(C(=O)Nc2ccc3ccccc3c2)n1	1562	1971
CCOc1ncccc1C(=O)OCC(=O)Nc1ccc2c(c1)OCO2	1585	1805
Cc1ccc(CC(=O)N(Cc2ccccc2)c2ccccn2)cc1	1585	1894
CCOC(=O)c1ccc(NC(=O)c2cc3ccccc3o2)cc1	1802	1840
CCN1CCN(CCCNC(=O)c2ccc(/C=C3/Sc4ccccc4N(Cc4ccccc4F)C3=O)cc2)CC1	1813	1659
CCCCC(=O)NC(=S)Nc1cc(C(=O)O)ccc1Cl	1735	1626
O=C(CN1N=C(c2ccccc2)CCC1=O)NCc1cccs1	1403	1680
O=C(NC1CCCCC1)C(c1ccc(F)cc1)N(CCN1CCOCC1)C(=O)c1ccc(-c2ccccc2)[nH]1 (stereo unspecified)	1463	1657
CC(=O)NC1CCCN(O)C(=O)/C=C(\C)CCOC(=O)C(NC(C)=O)CCCN(O)C(=O)/C=C(\C)CCOC(=O)C(NC(C)=O)CCCN(O)C(=O)/C=C(\C)CCOC1=O (stereo unspecified)	1568	1671
CCN(CC)c1ccc(/C=N\N2CCN(Cc3ccc(C)cc3)CC2)cc1	1618	1859
Cn1cc(S(=O)(=O)c2ccccc2)n(C)c1=O	1383	1874
COc1cc2c(cc1OC)C(COc1ccccc1OC)N(C(=O)C(C)C)CC2 (stereo unspecified)	1676	1845

# The list continues:
canonical_smiles	SRC3 TRFRET art	SRC1 TRFRET art
CC12CCC(C(=O)NCc3ccc(F)cc3)(OC1=O)C2(C)C (stereo unspecified)	1309	1691
O=c1[nH]cnc2sc3c(c12)CCN(Cc1ccccc1)C3	1723	1648
Cc1cccc(Cc2cnc(N3C(=N)SC(c4ccccc4)C3=O)s2)c1 (stereo unspecified)	1454	1590
Cc1ccccc1CC1(CO)CCCN(Cc2ccn[nH]2)C1 (stereo unspecified)	1425	1634
COc1ccccc1/C=C/C(=O)NC(=S)NC(C)C	1396	1843
COc1ccc([N+](=O)[O-])cc1NCc1cccnc1	1564	1689
CN1CCc2c(sc3nc(SCC(=O)N4CCOCC4)nc(N)c23)C1	1650	2135
Cc1nonc1NC(=O)CSc1nc2c(C)cccc2cc1C#N	1578	1991
COc1ccc(CCNC(=O)Nc2ccccc2[N+](=O)[O-])cc1	1595	1851
COc1cc(/C=C2/SC(=S)NC2=O)ccc1OS(=O)(=O)c1ccc(C)cc1	1445	1606
CC(C)(C)c1nc(SCC(=O)c2ccccc2)c2ccccc2n1	1450	2024
CC(C)CCSc1nc2ccccc2[nH]1	1796	1847
CCCn1c(N)c(C(=O)CSc2nc3ccccc3c(=O)n2-c2ccc(OC)cc2)c(=O)[nH]c1=O	1614	1671
CCOC(=O)c1sc(N)c(C#N)c1CSc1nc2ccc(OCC)cc2[nH]1	1558	1864
CCc1nnc(N/N=C/c2ccccc2F)n1N	1403	1604
COc1ccc(CNC(=O)CCCn2nc([N+](=O)[O-])cc2C)cc1	1481	1721
Cc1ccccc1-n1nc(C)c(N=O)c1N	1888	1792
O=c1[nH]c(/C(Cl)=C/c2cc(Cl)ccc2O)nc2cc(Cl)ccc12	1622	1751
CCOC(=O)C1(CCOc2ccccc2)CCN(Cc2cccn2-c2cccnc2)CC1	1424	1534
O=C(/C=C/c1cccc([N+](=O)[O-])c1)NCCSCc1ccco1	1607	1888
Cc1cc(C)n(-c2nncc(-c3ccccc3)n2)n1	1562	1904
COCCNC(=S)N1CCC(NC(=O)C23CC4CC(CC(C4)C2)C3)CC1	1457	1843
CCNC(=O)COC(=O)CNC(=O)c1cc(Cl)cc([N+](=O)[O-])c1	1584	1872
Cc1ccc(O)c(N=Cc2cccs2)c1	1691	1906
Cc1ccc(S(=O)(=O)N/N=C/c2c[nH]c3ccccc23)cc1	1279	1546
C[C@@H]1CN(Cc2nc(-c3cccs3)no2)C[C@H](C)O1	1713	1735
O=C(O)CCCCCN1C(=O)/C(=C/c2ccncc2)SC1=S	1464	1674
CCN(Cc1ccncc1)Cc1nc(-c2ccc(C(=O)OC)cc2)no1	1620	1853
CCOC(=O)C1CCCN(CCC(=O)Nc2cc(C)ccc2C)C1 (stereo unspecified)	1552	1803
Cc1cccc(C)c1NC(=O)COc1ccc2c(C)c(Cc3ccccc3)c(=O)oc2c1C	1639	2022
O=P(COCCOCCOCP(=O)(c1ccccc1)c1ccccc1)(c1ccccc1)c1ccccc1	1657	1781
CC(CCc1ccco1)NC(=O)Cn1ncc2c(=O)oc3ccccc3c21 (stereo unspecified)	1395	1730

# Sorted by length of the SMILES (high to low): 3 of the compounds above
canonical_smiles	SRC3 TRFRET art	SRC1 TRFRET art
Cc1ccc(S(=O)(=O)N/N=C/c2c[nH]c3ccccc23)cc1	1279	1546
CCOC(=O)c1ccc(NC(=O)c2cc3ccccc3o2)cc1	1802	1840
Cc1ccc(C(=O)C2CCOC(C)(C)C2)cc1 (stereo unspecified)	1841	1880

# Further results:
canonical_smiles	SRC3 TRFRET art	SRC1 TRFRET art
Cc1nn(Cc2ccc([N+](=O)[O-])cc2)c(=O)n1-c1cccc(Cl)c1	1514	1740
COC(=O)N/N=C/c1ccccc1	1518	1767
CCOC(=O)C1CCN(C(=O)COC(=O)c2ccc3c(c2)C(=O)N(c2ccc(OCC)cc2)C3=O)CC1	1603	1602
CCOC(=O)C(=CN(CCc1ccccc1)CC(=O)OC)C(=O)OCC	1581	1840
O=C1NC(=O)C2(COC(c3cccnc3)OC2)S1 (stereo unspecified)	1616	1931
Cc1ccc(NC(=O)NNC(=O)c2sccc2-n2cccc2)cc1	1312	1749
C[C@]1(C(=O)O)Cc2oncc2C[C@@H]1C(=O)O	1389	1614
O=C(N/N=C/c1ccncc1)C1CC1C(=O)N/N=C/c1ccncc1 (stereo unspecified)	1682	1757
CCC(Sc1nc2n[nH]c(C)c2c(=N)n1-c1cc(Cl)ccc1C)C(=O)N1CCOCC1 (stereo unspecified)	1549	1786
CCCNC(=O)Cn1cnc([N+](=O)[O-])n1	1586	1703
O=C(COC(=O)c1cccc(Cl)c1)NCCN1C(=O)CSC1=O	1701	2037
CCc1cccc(CC)c1NC(=O)COC(=O)CC1c2ccccc2CCN1S(=O)(=O)c1ccc(F)cc1 (stereo unspecified)	1489	1613
COc1ccc(CCNC(=O)c2c[nH]c3ccccc3c2=O)cc1OC	1544	1916
COc1ccc(OC)c(NC(=O)CN(C)S(=O)(=O)c2ccc3nc(C)sc3c2)c1	1607	2103
Cc1cccc(C)c1Nc1nnc(SC(C)C(=O)Nc2c(C)n(C)n(-c3ccccc3)c2=O)s1 (stereo unspecified)	1332	1414
CCOC(=O)C1CCCCN1Cc1ccccc1C(F)(F)F (stereo unspecified)	1568	1696
Cc1cccc(-n2c(SCN3C(=O)c4ccccc4C3=O)nc3ccccc3c2=O)c1	1614	2066
CC(=O)c1ccc(O)c(CSC2=NCCS2)c1	1715	1826
O=C(N/N=C/c1ccc[nH]1)c1cccc([N+](=O)[O-])c1	1699	1722
Cc1ccc(C(=O)n2c(-c3ccccc3)cnc2SCC(=O)Nc2ccc(C)cc2C)cc1	1726	1861
OCCC1CN(Cc2ccc3nonc3c2)CCN1Cc1ccsc1 (stereo unspecified)	1514	1523
CC(C)(O)C#Cc1ccc(C(=O)NCCC(=O)O)s1	1601	1811

# Screens (PubChem)
